Assay outcomes as filed in PubChem.
L929 necroptosis: blocks zVAD induced death of L929 cells; L929 zVAD necroptosis rescue, ATP luminescence, 24 h; with zVAD 60 µM; 220,000 tested, 0.38% active; AID 1377; viability rescue, % at 10 µM;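 active = activation, scaled between plate controls, above about 75%, limit read from the data; inactive = activation under that limit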;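 also: 0% = zVAD with DMSO and 100% = DMSO alone without zVAD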
EBV gp42 block: inhibitors of Epstein-Barr virus glycoprotein 42; 220,000 tested, 0.42% active; inhibition, % (tested at 21.74 µM); Q1HVG2; Fluorescence polarization binding assay, mP read-out; in the data active = inhibition above about 50%
Target sequence (Q1HVG2 whole entry, looked up): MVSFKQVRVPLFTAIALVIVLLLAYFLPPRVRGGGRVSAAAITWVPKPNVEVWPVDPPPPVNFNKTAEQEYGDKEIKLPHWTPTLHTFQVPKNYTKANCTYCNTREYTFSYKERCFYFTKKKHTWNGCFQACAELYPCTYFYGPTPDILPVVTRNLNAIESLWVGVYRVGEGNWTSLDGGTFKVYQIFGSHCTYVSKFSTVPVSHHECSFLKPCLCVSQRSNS
KCC2 mod: modulators of human KCC2 chloride dependent transport | Q9H2X9 | KCC2 cells, thallium flux FluoZin-2 fluorescence | B-score of Tl+ flux slope (higher = more flux/activation; lower = inhibition) at 10 µM | 190,000 tested, 2.2% active | AID 1456;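 active = thallium flux slope and its plate-corrected score both differing from the plate sample mean at a set confidence after two filtering rounds, in either direction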;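 also: slope of fluorescence scaled to starting intensity during 10 to 20 s after thallium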
m-calpain inh: inhibitors of pig calpain II | purified calpain II, fluorogenic peptide substrate, 30 min | inhibition, % at 16 µM | 220,000 tested, 0.37% active;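 active = inhibition above about 50%, limit read from the data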
PERK inh: blocks human PERK kinase | 220,000 tested, 0.17% active | CHO PERK-DD fusion, SEAP luminescence translation reporter | AID 1416 | inhibition, % at 5.6 µM | Q9NZJ5;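 active = inhibition above the mean inhibition of all tested compounds plus 3 SD, set separately per screening campaign, cut at about 2.9% in these data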;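 also: PERK kinase domain activated by AP20187 dimerizer at 100 nM; 0% = DMSO with dimerizer and 100% = rapamycin at 8.4 µM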
eIF4E 4G PPI: eIF4E/eIF4G interaction inhibition in translation initiation; P63073+Q04637; TR-FRET eIF4E-eIF4GI(517-606) binding, 2 h; inhibition, % at 21.7 µM; 220,000 tested, 0.37% active; AID 782;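 active = inhibition above about 30%, limit read from the data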;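 also: 0% = full FRET control wells and 100% = background wells lacking eIF4GI fragment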
Mdm2 ligase inh: blocks human Mdm2 ubiquitin ligase activity | signal enhancement, % at 5 µM | cell-based MDM2 ubiquitination luciferase reporter, 2 h; 0 = plate control, 100 = twice control, blank-subtracted | 210,000 tested, 0.11% active | Q00987 | AID 1230;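 active = signal enhancement of 30% or more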;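 also: luminescence tracks abundance of the self-degrading MDM2-luciferase fusion protein; higher signal means inhibition of MDM2 E3 ligase activity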
Target sequence (Q00987 whole entry, looked up, the tested form may be a part): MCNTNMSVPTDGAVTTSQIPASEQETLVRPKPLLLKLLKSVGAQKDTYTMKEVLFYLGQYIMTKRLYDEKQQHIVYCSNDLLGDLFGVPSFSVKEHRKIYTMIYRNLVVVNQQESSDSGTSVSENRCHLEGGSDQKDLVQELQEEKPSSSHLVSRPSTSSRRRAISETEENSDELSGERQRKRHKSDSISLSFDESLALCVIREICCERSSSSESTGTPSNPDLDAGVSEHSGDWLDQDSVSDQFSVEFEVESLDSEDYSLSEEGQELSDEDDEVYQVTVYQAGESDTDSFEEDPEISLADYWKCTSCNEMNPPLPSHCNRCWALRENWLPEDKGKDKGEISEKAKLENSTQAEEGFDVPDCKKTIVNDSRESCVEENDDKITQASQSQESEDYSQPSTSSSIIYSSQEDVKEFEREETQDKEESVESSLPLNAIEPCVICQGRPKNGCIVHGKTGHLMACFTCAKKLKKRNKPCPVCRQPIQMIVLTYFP
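system = mammalian cells stably expressing self-ubiquitinating, self-degrading MDM2 E3–luciferase fusion | quantity = 2000 cells per well seeded | incubation = 4 h cell settling then 2 h compound exposure, 37 °C | signal = SteadyLite luminescence, 15 min reagent step | benchmarks = plate control and blank wells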
TNF death inh: blocks TNF-alpha induced death of Jurkat FADD-/- cells | Jurkat FADD-/- TNF necroptosis rescue, ATP luminescence, 24 h; 0 = TNF only, 100 = no-TNF cells | activation (protection from cell death), % at 10 µM | 220,000 tested, 0.068% active;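 active = activation, meaning protection from cell death, of at least 50% relative to plate controls; inactive = activation below 50%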;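 also: necroptosis triggered by 40 ng/mL TNF-alpha added together with compound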
Rad51 HR inh: Rad51 (human) homologous recombination inhibition; Q06609; hRad51 DNA strand exchange, fluorescence dequenching; inhibition, % at 10 µM; AID 1385; 200,000 tested, 0.085% active;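 active = inhibition above 40% at the single screening dose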;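 also: 0% = DMSO control wells and 100% = blanks with heterologous ssDNA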
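Test system: preformed human Rad51 ssDNA filaments. Compound dosing: single dose, 10 µM final compound. Incubation: filaments 15 min 37 °C, then compound 30 min. Technique: FRET fluorescence dequenching, excitation 485 nm, emission 520 nm. Read-out basis: percent inhibition from fluorescence, normalised to plate control and blank means. Benchmarks: plate controls and plate blanks.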
* = called active by the depositor; i = inactive; x = not tested or not shown; [ ] = remark or other dose.

Under each structure – m-calpain inh | KCC2 mod | L929 necroptosis | eIF4E 4G PPI | Rad51 HR inh | EBV gp42 block | Mdm2 ligase inh | TNF death inh | PERK inh
[1] Cc1cccc(OCC(=O)N/N=C/C=C/c2ccco2)c1
  -26.6 | -1.21 | 0.2 | 12.0 | -0.9 | 8.5 | 5.0 | 0.8 | 0.2
[2] COC(=O)c1ccc(C(=O)OC)c(NC(=S)N2CCCCC2C)c1 (centres undefined)
  21.9 | 0.171 | x | 4.7 | -6.7 | -10.8 | -1.7 | 0.4 | 0.8
[3] CCOC(=O)CC(=O)Nc1ccn[nH]1
  9.1 | -0.276 | 0.8 | 4.0 | -11.7 | -12.8 | -8.3 | 2.2 | 1.1
[4] CC(C)OC(=O)c1ccc(COC(=O)c2cnccn2)cc1
  20.5 | 0.414 | 4.2 | -1.8 | -4.9 | -13.4 | 1.9 | 1.3 | 1.5
[5] Cc1ccc(C)c(NS(=O)(=O)c2cc(C(=O)NCCSC3CCCCC3)ccc2C)c1
  8.7 | 0.0932 | 0.8 | 5.3 | -4.1 | -20.9 | 6.1 | -4.1 | -0.1
[6] O=C(C1=C[C@@H](c2ccc(C(F)(F)F)cc2)C[C@@H](OCCCCO)O1)N1CCN(Cc2ccccc2)CC1
  -2.8 | -2.1 | 1.6 | 1.3 | 2.3 | -13.4 | x | 1.1 | 0.2
[7] CC1CCN(c2ccc(NC(=S)NC(=O)c3ccco3)cc2)CC1
  -15.1 | 25.3* | -0.4 | -6.8 | 9.0 | -8.0 | -14.7 | -3.5 | 0.3
[8] COc1cccc(NC2c3ccccc3C(=O)N2Cc2ccco2)c1 (centres undefined)
  -24.0 | -1.4 | 0.6 | 6.1[fluorescence artefact?] | -7.7 | -11.4 | -4.1 | -0.3 | 0.8
[9] CC(C)c1ccc(NC(=O)N(CCc2nc3ccccc3[nH]2)C2CCCC2)cc1
  25.2 | -1.02 | -0.4 | -1.4[fluorescence artefact?] | 3.4 | -5.2 | -8.6 | 2.2 | -0.6
[10] Cc1ccc(NNC(=O)CCc2ccccc2)c(C)c1
  14.9 | -0.593 | -0.6 | 7.4 | 19.3 | -11.0 | -4.2 | 0.6 | 0.8
[11] Cc1cc(C)c2c(C)[nH]nc2n1
  -23.4 | 0.687 | -0.1 | -3.9 | x | -21.6 | -0.3 | 5.6 | 1.1
[12] CC1(C)CC(=O)N(CC(=O)N2CCN(c3ncccn3)CC2)c2ccccc2S1(=O)=O
  -33.9 | -0.0602 | 1.1 | 5.0 | -4.3 | -16.0 | -2.8 | 1.1 | 0.9
[13] CC(C)Nc1c(N)c(=O)oc2ccccc12
  -25.2 | 1.09 | 0.2 | -4.6 | 13.8 | -8.3 | 14.4 | -3.6 | 0.0
[14] COC(=O)CN(c1ccc(F)cc1)S(=O)(=O)c1ccccc1
  -8.7 | x | -0.4 | -3.8[fluorescence artefact?] | 4.0 | -1.2 | -15.2 | -2.7 | 1.4
[15] CCOc1ccc(C(=O)NC2CCN(C(=O)N3CCCC3)CC2)cc1
  -19.5 | -1.04 | 0.4 | 3.1[fluorescence artefact?] | 5.2 | 3.4 | 1.0 | 0.5 | -0.1
[16] CCCN1c2cccc3cccc(c23)S1(=O)=O
  i | -1.03 | -1.0 | -11.4 | -0.7 | -10.2 | -32.2 | -4.9 | 0.0
[17] COc1ccc(-c2nnc(SCc3csc(N)n3)n2C)cc1
  -2.4 | 0.429 | 2.6 | -4.2[fluorescence artefact?] | -3.6 | -15.3 | -17.0 | -0.6 | 0.7
[18] Cc1cc(C)cc(OCC(=O)NC2CCCc3ccccc32)c1 (centres undefined)
  19.0 | -1.13 | 0.5 | 1.9 | -2.5 | -18.1 | -4.7 | 0.2 | 0.5
[19] O=c1cc([O-])[n+]2c3n1CCCN3CCC2
  0.4 | 1.22 | 0.4 | -4.2 | 8.7 | -8.7 | -7.0 | 2.6 | 0.2

12 structures out of the list, arranged by SMILES length, ascending.
Under each structure – m-calpain inh | KCC2 mod | L929 necroptosis | eIF4E 4G PPI | Rad51 HR inh | EBV gp42 block | Mdm2 ligase inh | TNF death inh | PERK inh
[11] Cc1cc(C)c2c(C)[nH]nc2n1
  -23.4 | 0.687 | -0.1 | -3.9 | x | -21.6 | -0.3 | 5.6 | 1.1
[13] CC(C)Nc1c(N)c(=O)oc2ccccc12
  -25.2 | 1.09 | 0.2 | -4.6 | 13.8 | -8.3 | 14.4 | -3.6 | 0.0
[19] O=c1cc([O-])[n+]2c3n1CCCN3CCC2
  0.4 | 1.22 | 0.4 | -4.2 | 8.7 | -8.7 | -7.0 | 2.6 | 0.2
[10] Cc1ccc(NNC(=O)CCc2ccccc2)c(C)c1
  14.9 | -0.593 | -0.6 | 7.4 | 19.3 | -11.0 | -4.2 | 0.6 | 0.8
[18] Cc1cc(C)cc(OCC(=O)NC2CCCc3ccccc32)c1 (centres undefined)
  19.0 | -1.13 | 0.5 | 1.9 | -2.5 | -18.1 | -4.7 | 0.2 | 0.5
[8] COc1cccc(NC2c3ccccc3C(=O)N2Cc2ccco2)c1 (centres undefined)
  -24.0 | -1.4 | 0.6 | 6.1[fluorescence artefact?] | -7.7 | -11.4 | -4.1 | -0.3 | 0.8
[14] COC(=O)CN(c1ccc(F)cc1)S(=O)(=O)c1ccccc1
  -8.7 | x | -0.4 | -3.8[fluorescence artefact?] | 4.0 | -1.2 | -15.2 | -2.7 | 1.4
[7] CC1CCN(c2ccc(NC(=S)NC(=O)c3ccco3)cc2)CC1
  -15.1 | 25.3* | -0.4 | -6.8 | 9.0 | -8.0 | -14.7 | -3.5 | 0.3
[15] CCOc1ccc(C(=O)NC2CCN(C(=O)N3CCCC3)CC2)cc1
  -19.5 | -1.04 | 0.4 | 3.1[fluorescence artefact?] | 5.2 | 3.4 | 1.0 | 0.5 | -0.1
[9] CC(C)c1ccc(NC(=O)N(CCc2nc3ccccc3[nH]2)C2CCCC2)cc1
  25.2 | -1.02 | -0.4 | -1.4[fluorescence artefact?] | 3.4 | -5.2 | -8.6 | 2.2 | -0.6
[12] CC1(C)CC(=O)N(CC(=O)N2CCN(c3ncccn3)CC2)c2ccccc2S1(=O)=O
  -33.9 | -0.0602 | 1.1 | 5.0 | -4.3 | -16.0 | -2.8 | 1.1 | 0.9
[6] O=C(C1=C[C@@H](c2ccc(C(F)(F)F)cc2)C[C@@H](OCCCCO)O1)N1CCN(Cc2ccccc2)CC1
  -2.8 | -2.1 | 1.6 | 1.3 | 2.3 | -13.4 | x | 1.1 | 0.2
